Tat export inh: inhibitors of E. coli Tat protein transport; AID 488895; inhibition, % at 10 µM; E. coli MC4100 TorA-mCherry Tat export, fluorescence; 0.036% of 340,000 active;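 active = mean replicate inhibition at least 50% and at least half of replicates individually reaching 50%; inconclusive = only one of the two criteria met; inactive = neither criterion met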;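 also: exported cargo escapes ClpAP degradation while cytoplasmic cargo is degraded and loses fluorescence; 0% = median of neutral control wells and 100% = median of NaSCN control wells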
MITF act: MITF TRPM1 promoter activation in melanoma cells. activation, % at 12.5 µM. SK-MEL-5 TRPM1-promoter luciferase, 24 h; % of positive control, neutral wells = 0. AID 588334. 0.75% of 300,000 active;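 active = mean activation of at least 80% with every replicate also reaching 80%; inconclusive = mean reaches 80% but some replicate falls short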;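 also: 0% = neutral control wells and 100% = parthenolide positive control wells; values of inactives mirror those of a sister screen read the other way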
dFosB act: activators of mouse delta FosB homodimer. activation, % at 25 µM. 0.99% of 340,000 active. purified delta FosB, TAMRA-CDK5 oligo fluorescence polarization; percent of positive-control signal above neutral wells. P13346;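 active = mean activation above about 17%, with every replicate also reaching it, limit read from the data, passing the limit was not always enough; inconclusive = only one of the two conditions met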;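 also: fluorescence polarization rise as delta FosB binds a TAMRA Cdk5 AP-1 oligo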
Target sequence (P13346 whole entry, looked up): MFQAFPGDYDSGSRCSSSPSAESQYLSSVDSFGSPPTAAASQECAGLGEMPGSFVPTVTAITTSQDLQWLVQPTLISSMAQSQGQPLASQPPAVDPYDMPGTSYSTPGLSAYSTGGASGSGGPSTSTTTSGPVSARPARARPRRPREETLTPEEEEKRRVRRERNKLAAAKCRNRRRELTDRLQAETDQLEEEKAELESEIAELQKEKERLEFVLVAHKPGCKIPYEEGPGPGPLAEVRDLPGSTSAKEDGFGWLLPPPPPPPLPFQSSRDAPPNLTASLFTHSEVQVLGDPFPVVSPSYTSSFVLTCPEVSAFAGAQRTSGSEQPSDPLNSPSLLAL
Wnt bcat act: activators of Wnt/beta-catenin signaling | Wnt/beta-catenin reporter cell assay, activator, plate reader | activation, % at 9.35 µM | 1.2% of 300,000 active; in the data active = activation above about 30%, passing the limit was not always enough; inconclusive = no clear call, values can overlap the other calls;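 also: 0% = neutral control wells and 100% = positive control wells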
CAL PDZ FP-1: CAL PDZ (human) peptide binding inhibition | Q9HD26 | purified CAL PDZ, TMR-peptide fluorescence polarization, 1 h | inhibition, % at 24.9 µM | 0.92% of 300,000 active | AID 602252;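 active = mean inhibition of at least 30% with at least half of replicates also reaching 30%; inconclusive = no clear call, values can overlap the other calls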;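 also: 0% = DMSO neutral control and 100% = excess unlabeled competitor peptide PRC23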
V-ATPase pH: alters yeast V-ATPase proton transport; S. cerevisiae, pHLuorin cytosolic pH fluorescence; response, % at 10 µM; 0.37% of 350,000 active; in the data active = response mostly above about 7.3%, no sharp cut-off; inactive = mostly below about 5.4%; also: actives read high; inactives centre near 0; some compounds called inactive have numbers as strong as hits
CAL PDZ FP-2: inhibitors of human CAL PDZ peptide binding | Q9HD26 | inhibition, % at 20 µM | purified CAL PDZ, TMR-peptide fluorescence polarization, 1 h | 0.02% of 330,000 active | AID 504414;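 active = highest replicate inhibition of at least 40%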;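 also: plate controls were DMSO neutral control wells for no effect and unlabeled competitor peptide control wells for full effect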
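material = purified tagged CAL PDZ domain construct (CerCALP) | buffer or medium = sodium phosphate/NaCl buffer pH 7.4 with TCEP, IgG, Thesit | reagent = TMR-labelled reporter peptide T*-PRC34 bound in PDZ groove | incubation = 1 h room-temperature incubation prior to read | measured by = fluorescence polarization (mP) | evaluation = percent inhibition from loss of millipolarization | control set = unlabelled peptide and DMSO controls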
Rtt109 Vps75: C. albicans Rtt109 histone acetyltransferase inhibition; Q5AAJ8; purified Rtt109/Vps75, ThioGlo CoA-SH fluorescence, 4 h; inhibition, % at 34.9 µM; AID 540336; 0.16% of 330,000 active;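 active = inhibition of at least 50% in every replicate; inconclusive = best replicate reaches 50% inhibition but some replicates fall short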
RTF Ca sens act: cardiac RTF calcium sensitization; P19429+P45379; IANBD-labeled TnC RTF fluorescence at EC20 calcium; 0% EC20 calcium, 100% full calcium; activation, % at 7.2 µM; 0.24% of 340,000 active;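 active = activation above the mean over all tested compounds plus 3 SD, cut at about 30% in these data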;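 also: rise in fluorescence read as greater calcium sensitivity of cardiac thin filaments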
CDK5 inh: blocks human CDK5/p35 kinase activity; Q00535+Q15078; Recombinant CDK5/p35, ADP-Glo luminescence, 60 min; inhibition, % at 10 µM; 0.01% of 330,000 active; AID 488839;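 active = highest replicate inhibition of at least 50% and at least 75% of replicates reaching 50%; inconclusive = only one of the two criteria met; inactive = both criteria failed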;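 also: plate controls were DMSO neutral control for no effect and GW8510 at 10 µM for full effect; many of its hits are not listed in these tables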
Target sequence (Q00535 whole entry, looked up): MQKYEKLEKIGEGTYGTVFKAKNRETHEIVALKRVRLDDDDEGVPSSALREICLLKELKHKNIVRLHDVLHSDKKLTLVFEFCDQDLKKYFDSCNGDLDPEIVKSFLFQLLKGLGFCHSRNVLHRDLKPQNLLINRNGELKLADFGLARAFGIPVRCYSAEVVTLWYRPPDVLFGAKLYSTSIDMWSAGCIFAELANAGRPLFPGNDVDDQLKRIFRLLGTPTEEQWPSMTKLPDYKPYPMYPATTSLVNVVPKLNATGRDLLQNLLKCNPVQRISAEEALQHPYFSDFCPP
Target sequence (Q15078 whole entry, looked up): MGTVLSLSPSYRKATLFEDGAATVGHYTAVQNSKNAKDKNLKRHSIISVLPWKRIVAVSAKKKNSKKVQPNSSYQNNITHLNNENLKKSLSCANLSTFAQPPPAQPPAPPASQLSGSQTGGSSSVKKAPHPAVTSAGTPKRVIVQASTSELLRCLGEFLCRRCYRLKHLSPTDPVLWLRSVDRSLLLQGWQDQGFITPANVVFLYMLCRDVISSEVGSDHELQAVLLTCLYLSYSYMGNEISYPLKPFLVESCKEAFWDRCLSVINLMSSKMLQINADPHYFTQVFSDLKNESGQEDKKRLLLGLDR
Starred values were filed as active, the others as inactive; u = inconclusive; x = no result given.

The first 4 records, ahead of the listing:
SMILES | Tat export inh | MITF act | dFosB act | Wnt bcat act | CAL PDZ FP-1 | V-ATPase pH | CAL PDZ FP-2 | Rtt109 Vps75 | RTF Ca sens act | CDK5 inh
Nc1ccc2c(c1)-c1ccccc1S(=O)(=O)N2 | u | x | -14 | x | -4 | 1 | -1.9 | -4 | 0 | 0.3
Clc1ccc(CNc2cnccn2)cc1Cl | -4 | 0 | -7 | -1 | -3 | 8 | 0.8 | -2 | 0 | 1.6
O=C(O)CCC(=O)NCC(=O)c1ccc(F)cc1 | 0 | x | -2 | 1 | -2 | 9 | 0.0 | -4 | x | -1.2
COc1ccc(C(=O)NC(=O)CSc2nnc(-c3ccco3)n2-c2ccccc2)cc1 | -6 | 5 | -10 | x | -1 | 0 | -0.5 | 5 | -2 | -0.7

Results, from the first entry:
SMILES | Tat export inh | MITF act | dFosB act | Wnt bcat act | CAL PDZ FP-1 | V-ATPase pH | CAL PDZ FP-2 | Rtt109 Vps75 | RTF Ca sens act | CDK5 inh
Nc1ccc2c(c1)-c1ccccc1S(=O)(=O)N2 | u | x | -14 | x | -4 | 1 | -1.9 | -4 | 0 | 0.3
Clc1ccc(CNc2cnccn2)cc1Cl | -4 | 0 | -7 | -1 | -3 | 8 | 0.8 | -2 | 0 | 1.6
O=C(O)CCC(=O)NCC(=O)c1ccc(F)cc1 | 0 | x | -2 | 1 | -2 | 9 | 0.0 | -4 | x | -1.2
COc1ccc(C(=O)NC(=O)CSc2nnc(-c3ccco3)n2-c2ccccc2)cc1 | -6 | 5 | -10 | x | -1 | 0 | -0.5 | 5 | -2 | -0.7
O=C(Nc1ccc([N+](=O)[O-])cc1)NN1CCCCCC1 | 5 | -12 | 2 | -2 | -5 | 3 | 0.0 | -10 | -7 | 1.3
Cc1ccc(-c2noc(-c3cc4ccccc4oc3=O)n2)cc1 | -12 | 55 | -4 | x | -2 | 2 | -0.7 | -5 | -1 | -0.2
COc1cc(/C=C2/SC(=NCc3ccccc3)N(Cc3ccccc3)C2=O)ccc1O | 2 | 1 | -6 | 1 | -4 | 0 | -2.7 | 6 | 9 | 2.2
COc1ccc(NC(=S)N2CCN(CCN=CC3=C(O)CC(c4ccccc4)CC3=O)CC2)cc1 (configuration not stated) | -3 | -2 | -10 | -3 | -1 | 1 | -0.6 | 8 | 3 | -2.0
COC(OC)c1ccnc(SCc2ccccc2Cl)n1 | 6 | 12 | -6 | -1 | -6 | 1 | 0.6 | 3 | 11 | 0.5
O=C(Cc1ccc(S(=O)(=O)N2CCOCC2)s1)Nc1ccc2c(c1)CCC2 | 3 | 10 | -11 | x | 0 | 4 | -2.1 | 14 | 10 | -1.0
O=C(CN1CCN(c2ccccc2F)CC1)c1ccc2cc[nH]c2c1 | 0 | 3 | -1 | 2 | -8 | -1 | 1.3 | -5 | 3 | -1.7
O=C(CSc1nc(O)cc(=O)[nH]1)N1CCOCC1 | 23 | 6 | 0 | -2 | -5 | -1 | -1.6 | -31 | 2 | -4.5
COc1ccc(NC(=O)Nc2ccc3c(c2)C(=O)N([C@H](C)CO)C[C@H](C)[C@@H](CN(C)S(=O)(=O)c2ccc(OC)cc2)O3)cc1 | 7 | 28 | 7 | -5 | -3 | 0 | 0.1 | 12 | 4 | -0.3
O=C(Cc1cccc2ccccc12)NCC1CCCO1 (configuration not stated) | -7 | 6 | -2 | x | -4 | 3 | -2.1 | -9 | 4 | 0.2
Cc1cc(C)cc(N(C(=O)c2ccc(Br)o2)C2C=CS(=O)(=O)C2)c1 (configuration not stated) | 3 | 35 | 0 | -4 | -2 | 2 | -2.2 | 10 | -5 | -1.3
CCCN1C=CC(=CC=C(C#N)C#N)C=C1 | -5 | x | 5 | 9 | x | -5 | 1.1 | -2 | 42* | -3.7
CSc1cccc(NC(=O)CN(c2cc(C)ccc2C)S(C)(=O)=O)c1 | 5 | -9 | -5 | x | -3 | 4 | -1.4 | 8 | -2 | 0.1
CCn1c(=O)cc(O)c2ccccc21 | -3 | x | 0 | 1 | -4 | 2 | -0.5 | -1 | -4 | -0.6
CCc1cccc2c(C(=O)C(NC(C)CC)c3ccccc3)c[nH]c12 (configuration not stated) | 0 | 16 | 1 | -1 | 0 | -6 | -3.4 | 20 | -4 | 0.5
CC(=O)Nc1ccc(NC(=O)/C=C/c2ccc(Cl)cc2)cc1 | -1 | 23 | -3 | 2 | -1 | 1 | 0.4 | 6 | 0 | 0.2

Some values from the list:
For Tat export inh, CC(=O)Nc1ccc(NC(=O)/C=C/c2ccc(Cl)cc2)cc1 is entered as -1
For CDK5 inh, O=C(O)CCC(=O)NCC(=O)c1ccc(F)cc1 is entered as -1.2

Next compounds:
SMILES | Tat export inh | MITF act | dFosB act | Wnt bcat act | CAL PDZ FP-1 | V-ATPase pH | CAL PDZ FP-2 | Rtt109 Vps75 | RTF Ca sens act | CDK5 inh
CC(=O)OC(C(=O)NC1CCCCC1)c1ccccc1F (configuration not stated) | -4 | 20 | 3 | -1 | x | x | -0.7 | -16 | -3 | -2.7
CN(Cc1nc2ccccc2c(=O)[nH]1)C(=O)c1cccc(S(=O)(=O)N2CCCC2)c1 | -3 | -2 | -10 | 1 | -2 | 1 | 0.4 | -1 | 3 | -1.9
O=C(CSc1nnc(-c2cccc(Cl)c2)o1)Nc1ccc2c(c1)OCCO2 | -3 | 88* | 12 | -2 | -3 | 3 | -1.0 | 9 | -3 | 0.8
O=C(Nc1cccc(F)c1)C1CCCN1S(=O)(=O)c1cccc2cccnc12 (configuration not stated) | -4 | -1 | -5 | -2 | x | 0 | -1.4 | -3 | 7 | -4.4
CCOc1ccc(CCNC(=O)c2sc3nc4n(c(=O)c3c2C)CCC4)cc1OCC | -2 | 2 | -10 | -1 | 2 | 3 | -2.4 | 2 | 2 | 0.6
CCc1ccc(NC(=O)CC2C(=O)N(c3cccc(C)c3)C(=O)N2C2CC2)cc1 (configuration not stated) | -10 | x | -2 | 1 | x | -3 | -0.7 | -5 | 3 | -0.9
N#CC1=C(N)SC(N)=C(C#N)C1Cc1ccccc1 | -5 | 11 | -13 | x | -6 | 5 | -2.3 | -3 | 43* | 5.0
O=C(c1ccccc1NS(=O)(=O)c1ccccc1[N+](=O)[O-])N1CCOCC1 | -11 | -7 | -3 | x | 0 | -3 | 0.3 | -7 | 4 | -2.1
COc1ccc(CN(C)C(=O)CNC(=O)c2cccs2)c(OC)c1 | -5 | x | -8 | -1 | -5 | -1 | -0.2 | -10 | 5 | 1.0
O=P(c1ccccc1)(c1ccccc1)c1cc(Br)cc(Br)c1OCCO | 2 | -12 | 0 | 0 | -6 | 2 | -1.1 | -11 | -4 | 0.6
CCCCCCSc1nnc(-c2cnn(-c3ccccc3)c2-n2cccc2)n1C | 9 | -16 | -15 | x | -5 | 0 | -0.5 | -6 | -2 | -1.2
CCN(CC)CCCNC(=O)c1cc2nc3c(c(C(F)(F)F)n2n1)CCc1ccccc1-3 | -9 | 21 | -12 | -6 | x | -4 | -3.5 | -6 | 2 | -1.4
CC1CCCCC1NC(=O)c1ccc(S(=O)(=O)N2CCCC2)cc1 (configuration not stated) | -2 | -1 | -15 | -2 | 1 | 2 | -1.9 | -8 | -1 | -0.7
CCNC(=O)Nc1ccc(OC)cc1OC | -5 | 5 | -5 | -1 | -3 | -1 | -0.4 | 23 | 4 | -1.1
COc1ccc2cc(CN(CC3CCCO3)S(=O)(=O)c3ccccc3)c(=O)[nH]c2c1 (configuration not stated) | -3 | 6 | -11 | x | 7 | 5 | -2.6 | x | -5 | 3.3
CC(C)(C)C1CCC(OC(=O)c2cncc(Br)c2)CC1 (configuration not stated) | -4 | 23 | 7 | -2 | -1 | 2 | -0.6 | -6 | -3 | 0.4
COc1ccc(OC)c(C2C(C(=O)c3ccc(C)o3)=C(O)C(=O)N2c2cc(C)on2)c1 (configuration not stated) | 2 | -4 | 2 | 3 | -3 | -2 | -2.4 | -1 | -4 | -0.9
O=C(NNC(=O)c1csc(N2CCOCC2)n1)c1ccc(=O)[nH]c1 | 1 | 0 | 0 | -3 | x | 11 | -0.5 | -10 | 1 | 0.6
COc1ccc(-c2cccc(-c3cc(=O)oc4cc5c(cc34)OCO5)c2)cc1 | -3 | 18 | -6 | -1 | 0 | 0 | -1.0 | -11 | -3 | -0.2
COc1cc(C(O)c2nc3ccccc3n2C(C)C)cc(OC)c1OC (configuration not stated) | 1 | x | -12 | 0 | -1 | 3 | 0.2 | 2 | -1 | 13
COC(=O)[C@@]1(C)[C@H]2C(=O)N(Cc3ccccc3)C(=O)[C@H]2[C@H]2CN(C)C(=NC3CCCCC3)N21 | -7 | 1 | -4 | -1 | -3 | -2 | 0.2 | -6 | -1 | -5.4
O=C(NC1CC1)C1=C[C@H](c2c[nH]c3ccccc23)C[C@H](OCCCCO)O1 | -1 | -2 | 2 | -2 | 0 | 3 | 0.1 | -5 | -1 | 1.0
CC1c2cc3c(cc2CCN1C(=O)c1ccc(C(F)(F)F)cc1)OCCCO3 (configuration not stated) | 3 | -7 | -15 | -1 | x | 2 | -1.5 | 0 | 7 | -4.0
CCCC(OC(=O)CN1C(=O)COc2ccccc21)C(=O)NC1CCCC1 (configuration not stated) | 1 | -8 | -5 | 1 | 12 | -5 | x | -3 | -2 | -0.7
CCNC(=S)N1CCC(c2nc3ccccc3s2)CC1 | -2 | 14 | -6 | x | -2 | 0 | -3.5 | 2 | -1 | 0.3
O=c1[nH]c(O)c(C=Nc2ccc(Cl)cc2Cl)c(=O)[nH]1 | 4 | x | -4 | 4 | x | 1 | -0.1 | -2 | -2 | 2.0
Cc1ccc(NC(=O)CCCn2c(=O)oc3ccccc32)c(O)c1 | 2 | 6 | 1 | 4 | 4 | 0 | -0.5 | -3 | -2 | -1.1
CSc1nc2c(c(=O)[nH]c(=O)n2C)n1Cc1ccccc1Cl | -3 | 2 | 4 | -1 | -5 | -2 | -1.6 | 0 | -4 | 1.1
CCC1(c2ccc(Cl)cc2)NC(=S)N(c2ccc(C)c(C)c2)N1 (configuration not stated) | 6 | x | 3 | 0 | -3 | 0 | 0.7 | x | 6 | -0.4
O=C(Cc1ccccc1)N/N=C/c1ccc2c(c1)OCO2 | -4 | 64 | -2 | 11 | 1 | 0 | -0.1 | -6 | x | 0.0
C=C1CCN([C@@H](CC(C)C)C(=O)N2CCCC2)S(=O)(=O)c2ccccc21 | -18 | -3 | -6 | -1 | 1 | 3 | -5.5 | 4 | 6 | 0.3
Cc1oc(-c2ccccc2F)nc1CS(=O)CC(=O)NCc1ccccn1 (configuration not stated) | -12 | -9 | -3 | 2 | 2 | -2 | -1.4 | -7 | -2 | 1.2
CCOC(=O)CNC(=O)CSc1nnc(Cn2c(=O)sc3ccccc32)n1C | -1 | 2 | 4 | -10 | -3 | 0 | -0.1 | 5 | 0 | -0.3
